Screens as filed in PubChem BioAssay.
EP2 mod: EP2 receptor (human) modulation; EP2-expressing cells, cAMP HTRF FRET, PGE2 co-stimulation; P43116; induction, % at 25 µM; 0.83% of 260,000 active;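 active = compounds whose cAMP rise, as percent of the full-agonist control response, exceeds 60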;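 also: rat C6 glioma line stably carrying human EP2 under a CMV promoter; the protocol text gives 20 µM as final concentration; 100% = response of wells given 1 µM PGE2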
Target sequence (P43116 whole entry, looked up): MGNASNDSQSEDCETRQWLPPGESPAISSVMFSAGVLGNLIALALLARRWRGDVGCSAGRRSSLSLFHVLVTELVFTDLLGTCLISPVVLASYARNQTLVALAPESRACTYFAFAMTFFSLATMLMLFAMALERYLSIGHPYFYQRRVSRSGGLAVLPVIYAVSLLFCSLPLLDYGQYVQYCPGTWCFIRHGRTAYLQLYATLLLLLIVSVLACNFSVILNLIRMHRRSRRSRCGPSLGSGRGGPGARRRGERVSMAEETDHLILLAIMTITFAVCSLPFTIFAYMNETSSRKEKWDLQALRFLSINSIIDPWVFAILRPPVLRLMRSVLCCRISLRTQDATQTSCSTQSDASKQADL
PPC-1+TRAIL kill: compounds killing PPC-1 cancer cells with TRAIL present (potentiator screen, no TRAIL-free arm) | cell killing (% activity), % at 4 µM | PPC-1 cells + TRAIL, ATPLite viability luminescence | 0.41% of 220,000 active;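 active = cell killing above 50% in the first pass at 4 µM, then a duplicate retest at 5 µM averaging 50% or more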;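 also: plate controls were cells with TRAIL plus DMSO for no effect and medium-only wells lacking cells for full effect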
TRPML3 ag: human mucolipin-3 channel agonism. AID 1448. 0.29% of 220,000 active. HEK293 TRPML3-YFP, Fluo-8 calcium fluorescence; 100% = the carbachol control signal. activation, % at 3 µM;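 active = activation above its plate's cutoff, the mean activation of the plate's test wells plus 3 SD, cut at about 12% in these data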;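 also: 0% = DMSO only wells and 100% = carbachol wells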
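Test system: HEK293 cells stably carrying human TRPML3-YFP; Doses: single dose, 3 µM final nominal compound, 0.3% DMSO final; Schedule: dye loading 1 h 37 °C then 30 min ambient, 125 s read; Technique: Fluo-8 calcium fluorescence; Benchmarks: high control carbachol 87 µM, low control DMSO.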
PGE2 EP2 inh: EP2 receptor (human) inhibition | AID 1422 | inhibition, % at 25 µM | P43116 | C6 glioma cells expressing human EP2, cAMP TR-FRET; cells stimulated with saturating PGE2 | 0.52% of 260,000 active;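 active = percent inhibition above 40 after rounding to a whole number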;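 also: rat C6 glioma host cells with rolipram phosphodiesterase inhibitor present; the protocol text gives 20 µM as final concentration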
14-3-3 Bad PPI: disrupts binding of bovine 14-3-3 zeta to phospho-Bad peptide. P63103. TR-FRET 14-3-3zeta/Dy647-pBad peptide displacement, 1 h. inhibition, % at 21.7 µM. AID 781. 0.71% of 220,000 active;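 active = inhibition above about 70%, limit read from the data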;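 also: 0% = full 14-3-3 plus peptide FRET controls and 100% = background without 14-3-3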
Target sequence (P63103 whole entry, looked up): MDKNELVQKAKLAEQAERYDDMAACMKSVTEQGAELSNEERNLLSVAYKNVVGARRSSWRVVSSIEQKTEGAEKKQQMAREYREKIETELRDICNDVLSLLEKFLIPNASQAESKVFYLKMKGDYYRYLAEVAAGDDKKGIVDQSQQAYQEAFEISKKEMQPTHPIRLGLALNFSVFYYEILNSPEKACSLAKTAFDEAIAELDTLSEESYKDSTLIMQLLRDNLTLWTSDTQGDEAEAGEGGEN
NPY-Y1 antag: blocks the human neuropeptide Y Y1 receptor. HEK293-CNG Y1 cells, membrane potential fluorescence; NPY at EC95, then isoproterenol. inhibition, % at 3.6 µM. 1% of 200,000 active. AID 1040;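 active = inhibition above the campaign mean inhibition of all tested compounds plus 3 SD, cut at about 20% in these data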;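 also: 0% = DMSO wells given NPY plus isoproterenol and 100% = isoproterenol alone without NPY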
Target sequence (P25929 whole entry, looked up): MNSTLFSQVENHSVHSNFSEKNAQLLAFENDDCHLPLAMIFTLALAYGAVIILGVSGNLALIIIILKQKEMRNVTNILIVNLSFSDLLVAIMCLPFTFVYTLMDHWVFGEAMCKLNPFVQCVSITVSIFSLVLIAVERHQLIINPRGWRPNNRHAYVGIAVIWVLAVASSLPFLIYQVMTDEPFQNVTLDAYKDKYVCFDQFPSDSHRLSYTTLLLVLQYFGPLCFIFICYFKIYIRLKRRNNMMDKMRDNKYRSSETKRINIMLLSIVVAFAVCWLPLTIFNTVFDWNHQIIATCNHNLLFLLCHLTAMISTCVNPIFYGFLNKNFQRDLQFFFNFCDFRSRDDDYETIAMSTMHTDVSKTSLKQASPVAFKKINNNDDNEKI
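material = HEK293 cells with Y1 receptor plus CNG channel | also added = NPY 25 nM then isoproterenol 1 µM plus Ro 20-1724 25 µM | schedule = dye 3 h, compound 60 min room temperature, stimulation 45 min | measured by = membrane potential fluorescence | benchmarks = high control isoproterenol alone, low control NPY with isoproterenol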
NPY1 pot ag: human NPY-Y1 potentiation or agonism, primary screen; P25929; NPY-Y1 expressing cells, potentiator/agonist activation; activation, % at 3.6 µM; 0.37% of 220,000 active; in the data active = activation above about 33%, passing the limit was not always enough;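 also: cells stimulated with NPY at EC10 then isoproterenol at EC100; 0% = low agonist plus stimulus and 100% = saturating agonist plus stimulus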
CHOP inhibitor: inhibitors of CHOP induction in ER stress response; inhibition, % at 10 µM; CHO-K1 CHOP-promoter luciferase, tunicamycin-induced, 15-18 h; 3.8% of 220,000 active; AID 2732;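 active = compounds that reduced the stress-induced luciferase reporter signal by more than about 70% of percent inhibition, limit read from the data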;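 also: 0% = tunicamycin plus vehicle and 100% = wells without tunicamycin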
zfTRPN1 agonist: zebrafish TRPN1 (NompC) channel agonism | HEK293 zebrafish TRPN1-YFP, Fluo-8 calcium fluorescence; 100% = response to 87 µM carbachol | activation, % at 3 µM | 0.18% of 220,000 active;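 active = activation above its plate's cutoff, the mean activation of test wells on that plate plus 3 SD, cut at about 19% in these data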;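 also: 0% = DMSO alone and 100% = 87 µM carbachol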
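Material – zebrafish TRPN1-YFP in HEK293 cells · Doses – 3 µM single point · Schedule – dye 1 h 37 °C plus 30 min RT · Signal – Fluo-8 calcium fluorescence, excitation 470-495 nm, emission 515-575 nm · Read-out – % activation versus carbachol response · Control set – carbachol high, DMSO low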
An asterisk follows results filed as active; · = no result given; & = joins results of further samples; [ ] = remark or other dose. A portion of the library (hit frequency here may not be typical).

smiles	EP2 mod	PPC-1+TRAIL kill	TRPML3 ag	PGE2 EP2 inh	14-3-3 Bad PPI	NPY-Y1 antag	NPY1 pot ag	CHOP inhibitor	zfTRPN1 agonist
CCN(CC)C(=O)CP(=O)(c1ccccc1)c1ccccc1	-17	31	0.4	14	6	0	9	-3	2.5
CCS(=O)(=O)N1CCC(C(=O)NCc2ccc(OC)cc2OC)CC1	-3	-5	0.5	13	-3	0	0	23	0.2
CCCN(CC(=O)Nc1ccc(C(N)=O)cc1)CC(=O)Nc1ccccc1C	-8	28	0.4	14	8	0	6	10	0.3
Cc1c(C(=O)N/N=C/c2cccnc2)sc(=S)n1C	9	41	0.8	4	19	8	57*	-21	-0.5
Clc1ccc(SCc2cn3ccsc3n2)cc1	-23	10	-0.5	11	-17[fluorescence artefact?]	4	-14	-9	1.6
O=C(COC(=O)c1cc(NS(=O)(=O)c2cccs2)ccc1O)Nc1ccc(F)c(F)c1F	-14	13	1.2	17	-1	-2	6	34	0.0
CC(C)=CC(=O)OCC(=O)Nc1cc([N+](=O)[O-])ccc1F	-11	-9	0.6	9	16	-2	1	5	0.3
O=C(/C=C/Nc1ccc(OC(F)(F)F)cc1)C(F)(F)F	0	4	0.5	13	-16	-2	4	48	0.0
CCOC(=O)c1oc2ccc(S(=O)(=O)n3nc(-c4ccc(OC)cc4)cc3N)cc2c1C	-12	24	1.1	·	0	-1	-7	60	-0.3
CCOC(=O)c1ccc(NC(=O)c2ccccc2)cc1	-8	20	0.7	16	-11	7	-28	-5	-0.4
Cc1ccc(SC(C)C(=O)Nc2ccc(S(=O)(=O)N3CCOCC3)cc2)cc1 (configuration not stated)	-26	-5	0.9	15	4	-3	12	51	4.4
CC(=O)Nc1ccc(C)c([N+](=O)[O-])c1	35	15	0.9	12	-1	6	-5	-4	0.0
Clc1ccc(CSc2nnc(-c3ccc4c(c3)OCO4)o2)cc1	-22	19	0.5	13	1	9	-21	23	1.1
Cc1nn(CC(=O)NNC(=S)Nc2ccccc2)c(C)c1[N+](=O)[O-]	23	11	0.3	4	1	1	7	30	-0.4
Cc1cc(NC(=O)CSc2n[nH]c(=O)[nH]c2=O)ccc1Br	16	8	1.2	7	-8	-2	11	27	1.7
COC(=O)c1ccccc1NC(=O)CN(C)S(=O)(=O)c1ccc(OC)c(C)c1	23	21	-1.0	4	7	11	-36	11	-2.3
COc1nc(N(C)C)nc(-n2nnc(C(C)=O)c2C)n1	15	-20	-0.6	9	-3	3	6	-5	0.3
Cc1ccc(S(=O)(=O)Nc2cc(C(=O)N3CCOCC3)ccc2N2CCCCC2)cc1	16	-10	-0.5	16	-2	4	6	-43	-0.8
O=C(NCCC1=CCCCC1)C1CCN(C(=O)c2ccc(Cl)cc2)CC1	-31&-12	16	0.9	10	2	11	-22	-10	2.7
COc1ccc(CN(CCC#N)C(=S)NC(=O)c2ccccc2)cc1	-4	17	-0.2	11	9	-2	8	-57	-1.0
Cc1ccc(Cl)cc1NC(=S)N/N=C/c1cccc2ccccc12	-34	17	-0.1	11	33	·	-18	-36	-0.8
C#CCNc1nc(C(C)C)nc2c1nnn2Cc1ccccc1F	55	15	-0.2	·	1	-2	8	90*	-1.8
Cc1cc(C(=O)CSc2nnc(C3COc4ccccc4O3)n2C)c(C)n1-c1ccc(F)cc1 (configuration not stated)	30	1	0.2	9	-7	7	-22	42	0.2
C#CCOCCOCCOCCNc1nc(N2CCOCC2)nc(N2CCN(C(=O)[C@H](Cc3ccc(O)cc3)n3cc([C@@H](N)CC(C)C)nn3)CC2)n1	-16	6	1.1	10	12	-2	-5	3	0.1
Nc1ccc2nc3n(c(=O)c2c1)CCC3	-2	21	·	10	0	·	·	33	·
CS(=O)(=O)N(CCc1ccccc1)CC(=O)Nc1ccc(OCc2ccccc2)cc1	1	17	0.6	16	0	-4	27	67	0.1
COC(=O)c1ccc2c(=O)n(CC3CCCO3)c(SCC(=O)Nc3ccccc3OC)nc2c1 (configuration not stated)	28	18	-0.1	3	5	5	16	12	2.8
CC(CC(=O)Nc1ccc(C(N)=O)cc1)c1ccccc1 (configuration not stated)	23	8	0.6	7	-23[fluorescence artefact?]	5	12	8	1.2
COc1ccc(C)cc1S(=O)(=O)N1CCC(C(=O)N2CCN(C)CC2)CC1	15	13	0.4	4	23[fluorescence artefact?]	8	-16	45	1.2
COc1cc(NC(=O)COC(=O)/C=C/c2c(C)nn(C3CCS(=O)(=O)C3)c2Cl)cc(OC)c1OC (configuration not stated)	11	25	0.7	19	2[fluorescence artefact?]	-2	-18	4	1.1
O=C(CN1C(=O)COc2ccccc21)N(CCCN1CCOCC1)CC1CC=CCC1 (configuration not stated)	7	14	-0.5	5	-13	4	5	14	-0.9
c1ccc2[nH]c(N3CCOCC3)nc2c1	9	3	0.3	6	-12[fluorescence artefact?]	2	-4	10	-1.0
Cc1ccccc1C(=O)NC(CC(C)C)C(=O)Nc1ccc(S(N)(=O)=O)cc1 (configuration not stated)	-11	2	1.1	1	-5	2	-12	8	0.8
COc1cccc(NC(=O)COC(=O)Cc2ccccc2[N+](=O)[O-])c1	-54	29	0.2	10	7	0	13	-23	0.0
Clc1ccc(SCCCCN2CCOCC2)cc1	-3	5	-0.1	8	44	6	-11	13	-0.8
COC(=O)c1ccc(OC)c(-c2c(OC)cc(OC)cc2OC)c1	51	19	-1.8	10	-7	6	10	21	-2.0
O=C(CSc1nn(-c2ccc(F)cc2)c(=S)s1)NC(=O)NCc1ccco1	-87	23	-1.1	5	11	10	-18	12	-1.7
CCNC(=S)NCc1ccc(OC)c(OC)c1	7	-6	1.1	4	-4	7	8	0	1.0
COc1ccc2c(=O)c(C(=O)O)c(-c3ccc4c(c3)OCO4)n(C)c2c1	46	-2	1.6	6	12[fluorescence artefact?]	5	-1	-14	2.3
Cc1csc(NC(=O)c2ccc(C)c([N+](=O)[O-])c2)n1	-45	19	1.3	6	6	4	-29	40	4.0
O=C(Cn1nc(-c2ccccc2)nc1-c1ccccc1)OC1CCCCC1	48	13	-0.5	20	-2	8	-25	63	-1.9
O=C(NC(=S)Nc1cccc2ncccc12)c1ccco1	4	-7	0.4	5	-3	-2	-3	1	0.6
CCSCCOC(=O)C1=C(C)NC(=O)NC1c1ccccc1 (configuration not stated)	22	19	-0.5	9	7	-1	13	33	0.8
COc1ccc(NC(=O)C2CCN(Cc3cnn(-c4ccccc4)c3-n3cccc3)CC2)cc1OC	-37	-4	0.2	12	-7	3	-19	6	-0.4
Cc1nn(-c2ccccc2)nc1CNS(C)(=O)=O	-7	12	-0.2	13	-10	·	7	4	-0.9
O=C(O)c1ccc(NC(CSCc2ccccc2F)C(=O)O)c([N+](=O)[O-])c1 (configuration not stated)	38	11	1.3	7	18	10	-16	-16	0.3
Cc1cc(SCC(=O)c2ccc3c(c2)OCO3)nc2ccccc12	0	6	-0.6	8	-37[fluorescence artefact?]	9	-43	-3	-0.1
BrC(=C\c1ccccc1)/C=N/n1cnnc1	-59	4	2.1	25	-6	-2	-14	106*	0.8
COC(=O)COc1ccc(S(=O)(=O)NCc2ccco2)cc1	10	-4	1.5	8	0[fluorescence artefact?]	-4	0	41	-0.2
C[n+]1c2n(c3ccccc31)N=C(c1ccc(Cl)cc1)CS2	-16&2	32	0.1	12&0	-2	3	31	3	0.4
O=C(O)c1sc2ncccc2c1OCc1ccccc1	18	8	1.2	4	6	-4	-2	-1	-0.2
O=C(COc1ccccc1[N+](=O)[O-])N/N=C/c1ccc(O)c([N+](=O)[O-])c1	7	5	0.5	11	-2	1	10	10	0.4
Cn1nccc1-c1cc(Cl)cc(Cl)c1O	-39	13	0.6	14	-2	·	7	-4	1.6
Cc1ccnc(SCc2cc(=O)c(OC(=O)c3ccc(Cl)c([N+](=O)[O-])c3)co2)n1	28	37	0.4	7	9	9	-32	41	-1.8
CCCCNC(=O)C1CCCN(S(=O)(=O)CC)C1 (configuration not stated)	10	10	0.5	8	-9	3	-7	17	1.7
COc1ccc(Nc2ncnc3c2cnn3Cc2ccccc2)cc1	·	11	0.1	1	·	3	34	·	-0.3
CC(=O)c1ccc(OC(=O)c2ccc(-n3nc(C)cc3C)cc2)cc1	-21	17	0.1	11	-5	2	12	16	1.1
N/C(=N\O)c1ccc(NC(=O)c2cccs2)cc1	1	27	0.2	10	2	-2	11	21	-0.1
O=C(c1ccco1)N1CCN(c2nc3ccccc3n3nnnc23)CC1	-1	22	1.4	11	5	10	5	9	1.5
Nc1nc2n(n1)C(c1cccs1)CC(c1ccc(F)cc1)N2 (configuration not stated)	-18	12	1.7	2	-3	4	1	18	-0.2

Other results:
smiles	EP2 mod	PPC-1+TRAIL kill	TRPML3 ag	PGE2 EP2 inh	14-3-3 Bad PPI	NPY-Y1 antag	NPY1 pot ag	CHOP inhibitor	zfTRPN1 agonist
CCn1c(O)c(N=NC(=O)c2cccs2)c2ccccc21	28	22	0.7	3	-13	1	3	-18	-0.6
C/C(=N/NC(=O)CNC(=O)Cc1ccccc1)c1ccco1	12	-1	0.6	10	-5	-5	6	22	-1.5
Cc1cc(NC(=O)Nc2cccc(Cl)c2)n(-c2ccccc2)n1	-61	-1	0.7	11	-5	·	18	18	1.3
Cc1cc[n+]2c3c(cccc13)CCC2	8	-18	1.0	3	3	-6	20	-4	0.6
CS(=O)(=O)N(CC(=O)Nc1ccccc1C(=O)N1CCOCC1)c1ccc2c(c1)OCO2	4	10	0.3	10	0	5	-7	-18	0.4
Cc1ccc(-c2nc(NCc3cccnc3)c3ccccc3n2)cc1	26	22	0.8	12	9	-1	-29	31	0.1
O=C(c1cc(S(=O)(=O)N2CCOCC2)c(Cl)cc1Cl)N1CCCCC1CO (configuration not stated)	-6	-20	0.5	7	1	·	-11	-8	0.4
COc1ccc(OCCCC(=O)Nc2nncs2)cc1	26&-11	1	0.1	9&17	12	-2	-48	0	0.4
Cc1ccc(OCCCCn2cnc3ccccc32)cc1	-15	30	1.8	9	3	2	-8	20	3.1
CC(C)CCNC(=O)C(c1ccncc1)N(Cc1cccs1)C(=O)Cn1nnc(-c2ccc(F)cc2)n1 (configuration not stated)	36	-2	-0.1	7	0	6	-10	52	-0.5
